RmlCD inh mix: RmlC/RmlD inhibition, mixture screen | RmlC/RmlD coupled enzyme inhibition, 384-well mixture HTS | inhibition, % at 5.5 µM | actives 0.39% (n = 110,000) | AID 1532; in the data active = inhibition above about 30%, passing the limit was not always enough; note: strong numbers were not always called active
HIV RNase H inh: inhibitors of HIV-1 reverse transcriptase RNase H; P04585; RT-RNase H RNA/DNA duplex cleavage, fluorescence; inhibition, % at 10 µM; actives 1.9% (n = 65,000); AID 565; in the data active = inhibition above about 50%
Active calls of the source: *; x = no result given. This is a subset; rates above refer to the full screens.

structure	RmlCD inh mix	HIV RNase H inh
COc1cc(OC)c(OC)cc1/C=N/N(C)c1ccccc1	-7.0	x
COc1ccnc(Oc2ccc(F)cc2)c1C(=O)N/C=N/OCc1c(Cl)cccc1Cl	-29.8	x
CCCCn1c(NC(=O)c2ccccc2)nc2ccccc21	-7.7	-92.7
COc1ccc([C@@H]2C[C@H](c3ccccc3)Oc3cc(C)cc(C)c32)cc1	-8.3	x
O=C1CSC(=S)N1Cc1cccnc1	4.8	9.5
O=C(CN1C(=O)CCC1=O)Nc1ccc2c3c(cccc13)CC2	-60.5	-0.4
Cc1ccc(OC(=O)CCC(=O)Nc2ccc(S(=O)(=O)Nc3cc(C)on3)cc2)cc1	x	-1.6
CC(=O)NCCc1ccc(O)cc1	2.6	x
C/C(=N\NC(=O)c1c(Cl)cnn1C)c1cccc(NC(=O)COc2ccccc2)c1	8.2	x
C1=CC2c3ccccc3NC(c3ccncc3)C2C1 (configuration not stated)	-7.0	2.8
COC(=O)C1=C(c2cccc(OC)c2OC)C[C@@H]2CC[C@H]1N2C(=O)NCc1ccc(F)cc1	-12.2	x
CCOc1ccc(NC(=O)CN2CCC(NC(=O)C3CCCCC3)CC2)cc1	x	-2.6
CC[C@H](C)[C@H](NC(=O)[C@H](Cc1ccc(O)cc1)NC(=O)[C@@H](N)C(C)C)C(=O)N[C@@H](Cc1cnc[nH]1)C(=O)N1CCC[C@H]1C(=O)N[C@@H](Cc1ccccc1)C(=O)O	-12.1	x
CCC(C)n1c(SCC(=O)NCc2ccco2)nnc1-c1cccc(S(=O)(=O)N2CCOCC2)c1 (configuration not stated)	-7.8	x
CCOc1cccc(SCc2noc(C(=O)NCCOC)c2C(=O)O)c1	-9.1	x
O=C(NCc1ccco1)C1CC(c2cc(C(F)(F)F)cc(C(F)(F)F)c2)=NO1 (configuration not stated)	-14.7	x
COc1ccc(N2C(=O)CC(Sc3ncccc3C(=O)O)C2=O)cc1 (configuration not stated)	38.4	x
COc1ccc(/C(O)=C2/C(=O)C(=O)N(CC3CCCO3)C2c2ccc(OC)c(OC)c2)cc1 (configuration not stated)	-19.7	x
C=CCNC(=O)CCCC(=O)NCC=C	-7.5	-0.9
Cc1c(NC(=O)CSc2nnnn2-c2ccc(O)cc2)c(=O)n(-c2ccccc2)n1C	4.1	x
CCC(CC)NC(=O)c1ccccc1Oc1ccccc1	6.1	x
Cc1cc(Cl)ccc1Oc1nccc(N(C)C)c1C#N	-15.9	x
CCCC(=O)Nc1nc2ccc3nc(C)sc3c2s1	-5.1	-16.4
COc1ccc(OC)c(NC(=O)CNC(=O)Cn2cnc3ccccc3c2=O)c1	-3.1	-15.2
COC(=O)CCCC1=CC2=CC(=O)C(C)(OC(=O)CCc3ccccc3)C(=O)C2=CO1 (configuration not stated)	27.2	x
O=C(NC1CCCCC1)[C@@H]1CC=C[C@@H]2CCN(C3CCCCC3)C(=O)[C@@H]21	-10.0	x
O=C(N/N=C/c1ccc(-c2cccc(C(F)(F)F)c2)o1)c1ccccc1Br	0.8	x
c1ccc(-c2nc(-n3ccnc3)nc(-n3ccnc3)n2)cc1	12.0	-58.4
Cc1ccsc1CNn1cnnc1SCc1ccc(Cl)cc1	4.3	x
CC1(C)Cc2c(ccc3ccccc23)/C(=C/C#N)N1	-13.6	x
CCOc1ccc(Nc2nc(Cc3nnc(SCC(=O)NCC4CCCO4)n3C)cs2)cc1 (configuration not stated)	x	18.0
COc1cccc(-c2nn(C)c3sc(C(=O)N4CCN(c5ccccn5)CC4)cc23)c1	4.2	-34.7
CC(C)=C1C2CCC1C(C(=O)NCc1ccccc1)C2C(=O)O (configuration not stated)	-12.6	-11.6
COc1ccc(-c2nc(C#N)c(NCCCN3CCOCC3)o2)cc1	x	-3.8
COCCn1c(-c2ccc(Cl)cc2)cnc1SCC(=O)NCc1cccs1	5.8	-19.3
CCOC(=O)c1nn(-c2ccc(C)c(C)c2)cc1O	2.8	x
CC(=O)N(CN1C(=O)c2ccccc2C1=O)c1ccccc1	3.7	-3.1
O=C(O)c1cscn1	2.5	8.0
N#CCCn1nc(-c2ccccc2)cc1-n1c(C(F)(F)F)nc2ccccc21	-14.2	-9.7
O=C(CNS(=O)(=O)c1ccc(Br)s1)NCC1COc2ccccc2O1 (configuration not stated)	-9.8	-5.8
COc1cccc(C2=NOC(C(=O)NC(C)C)C2)c1 (configuration not stated)	9.4	-1.5
FC(F)(F)c1nc2nncn2c2c1CCCCC2	-8.2	-1.7
CCC(=O)Nc1nc2ccccc2n1CCN(C)C	6.3	-16.5
COc1ccc(OC)c2sc(N3CCCCC3)nc12	4.4	-12.5
CC(C)NC(=O)c1ccccc1-c1nc(-c2ccccc2Cl)no1	-9.9	-3.9

At a glance, some entries already given:
structure	RmlCD inh mix	HIV RNase H inh
COc1ccc(OC)c2sc(N3CCCCC3)nc12	4.4	-12.5
CC(C)NC(=O)c1ccccc1-c1nc(-c2ccccc2Cl)no1	-9.9	-3.9

(listing goes on)
structure	RmlCD inh mix	HIV RNase H inh
CCOC(=O)c1ccc(NC(=O)CSc2nc3c(c(=O)n2C)SC(C)C3)cc1 (configuration not stated)	-7.9	-4.2
CCOC(=O)N1CCC(NC(=O)C(NC(=O)C2CCCCC2)C(C)C)CC1 (configuration not stated)	x	10.1
COC(=O)/C(=C\Nc1ccccc1)NC(=O)c1ccc(Cl)cc1Cl	0.8	x
CCCCc1nc2ccccc2c(NC(=O)CN2CCN(C)CC2)c1CCC	x	2.0
Cc1cc(C)n(S(=O)(=O)c2ccc(C)c(C)c2C)n1	-8.4	-93.9
CC(C)C(=O)N1CCN(C2=NS(=O)(=O)c3ccccc32)CC1	8.0	-2.5
Cc1c(N=Cc2ccc(Br)s2)cccc1[N+](=O)[O-]	-10.4	x
C=CCn1c(Cc2cccs2)nnc1SC/C=C/c1ccccc1	6.4	x
Cc1cccc(-n2c(Cn3nc(C)c([N+](=O)[O-])c3C)n[nH]c2=S)c1	-6.6	x
CCOc1ccccc1NC(=O)N1CCCC1C(=O)Nc1ccc(-n2cnnn2)c(C)c1 (configuration not stated)	-14.6	-6.6
CCCNC(=O)C(=O)Nc1ccc(N(C)C)cc1	-46.4	x
Cc1ccc(NS(=O)(=O)c2cc(C(=O)N3CCOCC3)ccc2C)cc1	6.6	-6.6
COC(=O)NCC(c1cccnc1)N1CCN(c2ccccc2)CC1 (configuration not stated)	6.7	-11.6
CC1CCCN(S(=O)(=O)c2ccc3c(c2)CCN3C(=O)C2CCC2)C1 (configuration not stated)	-5.1	-2.8
O=C(NC1CCCC1)c1ccc(CSc2nc3ccncc3n2Cc2ccc(F)cc2)cc1	-5.2	x

3 entries from above, ordered by formula weight, low to high:
structure	RmlCD inh mix	HIV RNase H inh
Cc1cc(C)n(S(=O)(=O)c2ccc(C)c(C)c2C)n1	-8.4	-93.9
Cc1ccsc1CNn1cnnc1SCc1ccc(Cl)cc1	4.3	x
CCOc1ccccc1NC(=O)N1CCCC1C(=O)Nc1ccc(-n2cnnn2)c(C)c1 (configuration not stated)	-14.6	-6.6

Returning to the listing, starting 4 compounds before the break.
structure	RmlCD inh mix	HIV RNase H inh
Cc1ccc(NS(=O)(=O)c2cc(C(=O)N3CCOCC3)ccc2C)cc1	6.6	-6.6
COC(=O)NCC(c1cccnc1)N1CCN(c2ccccc2)CC1 (configuration not stated)	6.7	-11.6
CC1CCCN(S(=O)(=O)c2ccc3c(c2)CCN3C(=O)C2CCC2)C1 (configuration not stated)	-5.1	-2.8
O=C(NC1CCCC1)c1ccc(CSc2nc3ccncc3n2Cc2ccc(F)cc2)cc1	-5.2	x
COc1cccc2sc(Nc3nc(C)c(C(C)=O)s3)nc12	-87.9	8.4
Cc1nc2ccccc2c2oc(C(=O)Nc3ccc4c(c3)OCCO4)cc12	9.3	-1.9
CCOC(=O)c1ccccc1N/C=C1\CCCCC1=O	7.2	x
CC(=O)C1=C(O)C(=O)N(CCN(C)C)C1c1ccc(Cl)cc1 (configuration not stated)	23.2	0.5
COc1cc(NS(=O)(=O)c2ccc(N)cc2)nc(OC)n1	-6.2	-4.0
Cc1nc2sc3c(c2c(=O)o1)CCCC3	3.6	-49.7
Cc1ccc(SCCNS(C)(=O)=O)cc1	6.2	-11.7
O=C1C2CCCN2C(c2cccc(F)c2)N1c1cccc(Cl)c1 (configuration not stated)	7.6	-24.5
O=C(c1ccco1)N(CC1CCCO1)c1nc(-c2ccccc2)cs1 (configuration not stated)	7.5	-4.1
COc1ccc(C(=O)NC2=C(C#N)CCC2)cc1OC	-11.7	-0.6
Cn1cnc(S(=O)(=O)N2CCc3ccccc32)c1	-7.6	-30.6
CCOC(=O)c1ccc(-c2cccc(C(F)(F)F)c2)nc1C	-13.5	x
